# GPR7 antag: human neuropeptides B/W receptor 1 antagonism | P48145 | GPR7-expressing cells, fluorescence antagonist assay | inhibition, % at 4.4 µM | 1.1% of 290,000 active | AID 1861; in the data active means inhibition above about 16%, passing the limit was not always enough;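 further: cells stimulated with the agonist NPW; 0% = agonist with vehicle and 100% = vehicle without agonist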
# Target sequence (P48145 whole entry, looked up): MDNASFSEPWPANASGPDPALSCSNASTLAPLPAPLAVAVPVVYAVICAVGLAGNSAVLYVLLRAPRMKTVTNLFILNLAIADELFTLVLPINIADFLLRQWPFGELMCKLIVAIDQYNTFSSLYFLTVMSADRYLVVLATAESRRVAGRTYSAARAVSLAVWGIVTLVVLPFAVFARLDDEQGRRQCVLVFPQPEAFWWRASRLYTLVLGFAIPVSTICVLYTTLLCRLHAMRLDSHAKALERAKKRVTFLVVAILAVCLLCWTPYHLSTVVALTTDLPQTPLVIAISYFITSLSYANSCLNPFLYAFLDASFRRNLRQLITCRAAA
# OXTR potentiator: human OXTR potentiation; activation, % at 3 µM; 0.061% of 320,000 active; CHO-OTR cells, Fluo-8 calcium fluorescence, potentiator mode; 0% = oxytocin EC15, 100% = EC100;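 active means activation above that plate's cutoff, the mean activation of tested compounds plus 3 SD, cut at about 6.6% in these data, passing the limit was not always enough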;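 further: 100% uses oxytocin at 75 nM as the full agonist control; some results filed as inactive read as strong as hits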
# Target sequence (P30559 whole entry, looked up): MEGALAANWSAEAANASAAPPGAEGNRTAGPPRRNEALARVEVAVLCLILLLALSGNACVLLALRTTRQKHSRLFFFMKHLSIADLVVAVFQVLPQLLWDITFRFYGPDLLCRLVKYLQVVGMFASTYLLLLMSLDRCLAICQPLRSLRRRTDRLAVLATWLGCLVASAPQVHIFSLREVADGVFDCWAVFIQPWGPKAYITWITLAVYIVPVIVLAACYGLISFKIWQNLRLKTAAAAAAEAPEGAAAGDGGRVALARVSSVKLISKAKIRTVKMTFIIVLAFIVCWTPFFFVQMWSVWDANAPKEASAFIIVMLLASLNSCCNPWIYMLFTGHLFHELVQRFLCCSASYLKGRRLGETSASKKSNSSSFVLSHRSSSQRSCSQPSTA
#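 Replication – single well per compound, singlicate · Assay system – CHO cell line stably expressing human OTR · Timing – 6 min pre-incubation, 100 s read · Measure – normalized max/min fluorescence ratio, % activation · Doses – 3.0 µM, one dose · Detection – Fluo-8 calcium dye fluorescence · Probe or stimulus – oxytocin near EC15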
# OXTR ag: agonists of human oxytocin receptor; activation, % at 3 µM; 0.32% of 320,000 active; P30559; CHO-OTR cells, Fluo-8 calcium fluorescence; normalized: DMSO 0%, oxytocin 100%;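 active means activation above the mean of all tested compounds plus 3 SD, cutoff set per screening run, cut at about 20% in these data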;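 further: peak over basal fluorescence ratio from a 100 s FLIPR kinetic read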
# CHO parental Ca: counter-screen: ATP calcium response change in parental CHO cells; parental CHO-K1, ATP-induced calcium, Fluo-8 fluorescence; inhibition, % at 5.6 µM; 0.63% of 330,000 active;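 active means inhibition above that plate's mean sample inhibition plus 3 SD, cut at about 26% in these data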;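 further: 0% = ATP-challenged DMSO wells and 100% = DMSO wells without ATP; some compounds past the cut are filed as inactive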
#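 material = parental CHO cells | also added = ATP as calcium-mobilizing challenge | dosing = single point at 5.6 µM | detection = intracellular calcium via Fluo-8 no-wash fluorescent dye | read-out = % inhibition | benchmarks = low control ATP plus DMSO, high control DMSO only | repeats = one well per compound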
# CHO-K1 Ca antag: M1 antagonist counterscreen hit in parental CHO-K1 cells. ATP-induced calcium, Fluo-8 fluorescence. inhibition, % at 3 µM. 0.6% of 360,000 active;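 active means inhibition above a per-plate cutoff, the plate's mean sample inhibition plus 3 SD, cut at about 24% in these data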;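 further: 0% = DMSO plus EC80 ATP and 100% = DMSO alone without ATP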
# M1 ag parental: M1 agonist counterscreen hit in parental CHO-K1 cells; activation, % at 3 µM; AID 602248; Fluo-8 calcium fluorescence; scaled to maximal ATP response, vehicle zero; 0.48% of 360,000 active; in the data active means activation above about 15%;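 further: untransfected CHO-K1 host cells lacking M1 receptor as counterscreen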
# V1aR counter: counter-screen for oxytocin receptor agonists: human V1a receptor agonists. CHO-V1R cells, Fluo-8 calcium fluorescence, agonist mode; 0% DMSO, 100% 3 nM vasopressin. activation, % at 3 µM. 0.25% of 320,000 active. AID 2797;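 active means activation above the mean activation of all tested compounds plus 3 SD, per screening run, cut at about 20% in these data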;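 further: signal is peak over basal fluorescence ratio across a 100 second FLIPR read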
# CHO-K1 Ca PAM: M1 PAM counterscreen hit in parental CHO-K1 cells; ATP EC20, Fluo-8 calcium fluorescence; 0% at ATP EC20, 100% at ATP max; 0.02% of 360,000 active; activation, % at 3 µM;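 active means activation above the run cutoff, the mean activation of all test compounds plus 3 SD, cut at about 40% in these data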;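 further: peak over basal fluorescence ratio in a 140 s read after ATP addition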
# TAAR1 antag: antagonists of human TAAR1; AID 624466; 1.5% of 360,000 active; inhibition, % at 3 µM; Q96RJ0; CHO RD-HGA16 TAAR1, Fluo-8 calcium fluorescence, antagonist;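 active means inhibition above a per-plate cutoff, the mean inhibition of test compounds on that plate plus 3 SD, cut at about 49% in these data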;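 further: 0% = DMSO plus EC80 beta-PEA response and 100% = DMSO alone without agonist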
# Target sequence (Q96RJ0 whole entry, looked up): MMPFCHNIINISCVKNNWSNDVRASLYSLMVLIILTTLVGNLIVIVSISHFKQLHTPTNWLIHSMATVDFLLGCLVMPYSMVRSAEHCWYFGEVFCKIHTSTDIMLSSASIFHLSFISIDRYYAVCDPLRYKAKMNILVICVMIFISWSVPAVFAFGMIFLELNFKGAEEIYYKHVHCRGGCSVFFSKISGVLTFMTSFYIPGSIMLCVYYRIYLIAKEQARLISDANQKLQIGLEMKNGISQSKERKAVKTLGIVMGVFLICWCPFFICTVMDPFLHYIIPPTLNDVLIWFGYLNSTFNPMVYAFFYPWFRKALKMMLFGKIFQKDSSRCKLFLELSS
#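 Test system: CHO RD-HGA16 cells bearing hTAAR1 | Reagent: β-PEA, EC80 | Compound dosing: 3 µM, single point | Schedule: Dye loading 75 min at 37 °C, then 30 min room temperature | Signal: Calcium fluorescence with Fluo-8 | Evaluation: Percent inhibition of PEA-evoked calcium signal, max/basal emission ratio | Control set: DMSO-only wells and EC80 β-PEA-stimulated wells | Repeats: Singlicate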
# * marks the source's active call; other numbers are inactive results; nt = no result given.
[1] Cc1ccc(NS(=O)(=O)c2ccc3c(c2)oc(=O)n3C)cc1C
[2] O=C(NC1CCCC1)C1CCCN1C(=O)Nc1ccccc1Cl (stereo not drawn)
[3] Cc1nn(CC(=O)N(C)C2CCS(=O)(=O)C2)c(C)c1S(=O)(=O)N(C)C (stereo not drawn)
[4] CCCCN(CC)Cc1ccc(CNC(=O)Nc2ccc(F)cc2)o1
[5] CC(C)(C)c1cc(NC(=O)c2ccco2)n(-c2ccccc2)n1
[6] Cc1noc(C)c1C(=O)OCC(=O)Nc1cc(Cl)ccc1Oc1ccccc1
[7] CC(=O)c1ccc(NC(=O)c2ccc(CNc3c(N4CCOCC4)c(=O)c3=O)cc2)cc1
[8] CCN1C(=O)[C@@H]2[C@@H](c3ccc(-c4ccc(F)cc4)c(OC)c3)N3CCCC[C@@]3(C(=O)OC)[C@@H]2C1=O
compound no.	1	2	3	4	5	6	7	8
GPR7 antag	4	-4	nt	3	4	0	-15	nt
OXTR potentiator	-8	2	0	-2	-3	-14	-6	-8
OXTR ag	7.2	0.0	0.7	0.1	-1.6	0.0	0.5	-1.2
CHO parental Ca	-4	-5	-6	-7	-13	-1	1	-41
CHO-K1 Ca antag	-1	-16	-8	3	-4	12	-10	-13
M1 ag parental	8.4	-0.3	0.1	0.5	0.9	0.1	0.1	0.2
V1aR counter	4.3	0.9	0.8	1.0	-0.5	0.1	-0.1	0.6
CHO-K1 Ca PAM	-2	19	12	-9	14	-6	8	11
TAAR1 antag	22	-1	-5	-2	-19	39	-2	10

[9] COc1ccc(-c2cn(/N=C/c3ccc(Cl)cc3Cl)c(N)n2)cc1
[10] CCOC(=O)C1CCCN(S(=O)(=O)c2ccc3c(c2)C(C)(C)C(=O)N3C)C1 (stereo not drawn)
[11] Cc1ccc(O)c(NC(=O)C2CC(c3c(F)cccc3Cl)=NO2)c1 (stereo not drawn)
[12] CC(=O)N1c2ccc(S(=O)(=O)N3CCC(C(=O)Nc4cccc(C(F)(F)F)c4)CC3)cc2CC1C (stereo not drawn)
[13] COc1ccc2nc(NC3=NCCC3)sc2c1
[14] Cc1cnc(C(=O)OCC(=O)NC2CCCC(C)C2C)cn1 (stereo not drawn)
[15] CN(C)NC(=S)Nc1cccc(Cl)c1
[16] COc1c(C=NNC(N)=O)c(OC)c(OC)c2c1CCO2
compound no.	9	10	11	12	13	14	15	16
GPR7 antag	10	-6	-1	21	7	-8	-6	nt
OXTR potentiator	-6	-6	-9	-7	-7	-3	-4	nt
OXTR ag	2.0	0.2	0.6	6.9	0.2	0.3	-0.2	nt
CHO parental Ca	-17	-9	-13	55*	-8	-10	-7	nt
CHO-K1 Ca antag	-10	-5	19	32*	0	-1	2	-7
M1 ag parental	2.5	0.9	0.6	8.5	-0.1	0.9	0.3	-0.3
V1aR counter	0.9	1.1	0.1	11	4.3	-0.2	-0.1	nt
CHO-K1 Ca PAM	-4	18	-5	-10	13	-4	1	8
TAAR1 antag	-4	-1	10	10	14	-14	-4	-9

[17] O=C(OCc1ccc(Br)cc1)c1ccncc1
[18] Oc1ccc(CN2CCN(Cc3ccccc3)CC2)c2cccnc12
[19] CCOC(=O)C1CCN(C(=O)COc2cc(C)c(Br)cc2C)CC1
[20] CC(C)C12NC(=O)NC(=O)N1CCS2 (stereo not drawn)
[21] Cc1cc(C)c(NC(=O)CN2CCOCCOCCOCCOCC2)c(C)c1
[22] Cc1cc(N2CCN(C(=O)OC(C)(C)C)CC2)n2ncnc2n1
[23] O=C(N/N=C/c1ccc(O)cc1O)NC12CC3CC(CC(C3)C1)C2
[24] COc1ccc(NS(=O)(=O)c2cccc(NC(=O)CNC(C)=O)c2)cc1
compound no.	17	18	19	20	21	22	23	24
GPR7 antag	-5	5	9	nt	11	-7	-4	-2
OXTR potentiator	-4	-6	-24	nt	-18	-7	-19	3
OXTR ag	-1.3	1.3	11	nt	-1.6	2.1	8.2	0.5
CHO parental Ca	-5	-9	54*	nt	-18	8	-13	-5
CHO-K1 Ca antag	9	1	-8	-2	-9	-7	3	7
M1 ag parental	0.5	-0.1	4.8	-0.3	-0.1	0.7	1.0	0.2
V1aR counter	0.2	0.4	11	nt	-0.6	1.6	2.2	0.2
CHO-K1 Ca PAM	-8	0	11	7	19	9	-12	12
TAAR1 antag	-13	-14	27	-19	-24	19	0	-23

# Three compounds picked at random from those above, as already listed:
[17] O=C(OCc1ccc(Br)cc1)c1ccncc1
[24] COc1ccc(NS(=O)(=O)c2cccc(NC(=O)CNC(C)=O)c2)cc1
[18] Oc1ccc(CN2CCN(Cc3ccccc3)CC2)c2cccnc12
compound no.	17	24	18
GPR7 antag	-5	-2	5
OXTR potentiator	-4	3	-6
OXTR ag	-1.3	0.5	1.3
CHO parental Ca	-5	-5	-9
CHO-K1 Ca antag	9	7	1
M1 ag parental	0.5	0.2	-0.1
V1aR counter	0.2	0.2	0.4
CHO-K1 Ca PAM	-8	12	0
TAAR1 antag	-13	-23	-14

# Following part.
[25] O=C(O)CCC1(c2ccccc2)NC(=O)NC1=O (stereo not drawn)
[26] COC(=O)c1ccc2[nH]c(C(C)(C)O)c(C)c2c1
[27] COc1ccccc1N1CCN(C(=O)c2ccc3ncsc3c2)CC1
[28] CC(C)CCNC(=S)Nc1ccccn1
[29] COc1cc(C(=O)O)c([N+](=O)[O-])c(OC)c1OC
[30] COCCCn1c(=O)c2sccc2n2c(CCCC(=O)N3CCN(c4ccccn4)CC3)nnc12
[31] Cc1sc2nc(CSCC(=O)NC3(C#N)CCCCC3)[nH]c(=O)c2c1C
[32] Oc1c(Br)cc(Br)cc1C=Nc1cccc2ncccc12
compound no.	25	26	27	28	29	30	31	32
GPR7 antag	-18	-6	nt	-12	-2	-14	nt	nt
OXTR potentiator	6	-14	nt	-4	-3	-5	-1	1
OXTR ag	0.3	1.3	nt	-3.0	1.0	-1.4	-1.5	2.4
CHO parental Ca	-1	-11	nt	-13	-8	-14	-3	-4
CHO-K1 Ca antag	-2	-7	8	-2	-13	-13	-8	-5
M1 ag parental	-0.3	6.2	1.1	0.6	1.3	0.9	-0.1	0.5
V1aR counter	0.1	1.0	nt	-0.5	0.1	-0.9	0.0	0.0
CHO-K1 Ca PAM	7	25	-15	11	15	8	0	4
TAAR1 antag	-21	5	-14	-23	14	-35	-8	-4

[33] CCOC(=O)c1nnn(CC(=O)NC(=O)Nc2ccc(F)cc2)c1C(=O)OCC
[34] CC(=O)c1ccc(NC(=O)c2ccc([N+](=O)[O-])o2)cc1
[35] COc1cc(C(=O)Oc2cccc(/C=N/NC(=O)c3cccnc3)c2)cc(OC)c1OC
[36] CC1(C)CC2CC(C)(CN2C(=O)c2ccc([N+](=O)[O-])cc2[N+](=O)[O-])C1 (stereo not drawn)
[37] CCN(C(=O)COC(=O)c1ccccc1Cc1ccccc1)C1CCS(=O)(=O)C1 (stereo not drawn)
[38] O=C1c2ccccc2C(=O)N1CC(=O)N1c2ccccc2Sc2ccc(C(F)(F)F)cc21
[39] Cc1cc(C(=O)Nc2nnc(C(F)(F)F)s2)cs1
[40] O=C(CN(c1ccc2c(c1)OCCO2)S(=O)(=O)c1ccccc1)N1CCN(Cc2ccccc2)CC1
compound no.	33	34	35	36	37	38	39	40
GPR7 antag	-7	-12	-1	0	nt	-9	-13	-13
OXTR potentiator	-4	nt	-12	-5	-10	-1	-8	-5
OXTR ag	5.5	nt	-0.6	-1.4	-0.2	2.1	10	1.5
CHO parental Ca	-9	nt	-17	-16	-18	6	1	-12
CHO-K1 Ca antag	4	7	-4	-9	1	3	-5	-9
M1 ag parental	1.2	0.8	5.0	0.7	1.3	0.1	5.4	1.1
V1aR counter	2.7	nt	3.1	-1.5	-0.6	0.1	7.1	0.5
CHO-K1 Ca PAM	-15	-7	5	14	14	-6	5	-7
TAAR1 antag	-5	-4	39	3	-14	-3	-18	-7

[41] CCOC(=O)C1CCCN(C(=O)Cn2ncc3c([nH]c4ccccc43)c2=O)C1 (stereo not drawn)
[42] CCOC(=O)c1c(NC(=S)Nc2ccc(OCC)cc2)sc2c1CCN(C)C2
[43] Cc1cccc(N(C(=O)CNC(=O)c2ccco2)C(C(=O)NCC2CCCO2)c2ccccc2)c1 (stereo not drawn)
[44] CC1=NN(c2ccccc2)C(=O)C1C(=O)C(=O)Nc1ccc(F)cc1 (stereo not drawn)
[45] CN(Cc1ccc2nsnc2c1)Cc1nc(Cc2cccc(F)c2)no1
[46] CC(C)Oc1ccccc1OCCCCn1cnc2ccccc2c1=O
[47] O=C(CCl)NC(Cc1c[nH]c2ccc(OCc3ccccc3)cc12)C(=O)O (stereo not drawn)
[48] CCc1noc(C)c1C(=O)OC(C)C(=O)Nc1ccc2c(c1)OCO2 (stereo not drawn)
compound no.	41	42	43	44	45	46	47	48
GPR7 antag	-5	-6	-2	-10	-16	-11	-15	nt
OXTR potentiator	-4	-7	-18	-2	-4	-6	-11	-9
OXTR ag	1.6	-0.1	-0.2	1.1	-0.3	0.5	-0.9	-0.8
CHO parental Ca	-13	-21	-15	8	-8	-16	1	-17
CHO-K1 Ca antag	-11	-12	16	-8	2	-2	3	-5
M1 ag parental	2.3	2.6	5.3	0.2	1.6	5.5	-0.3	2.3
V1aR counter	3.8	1.1	1.1	1.3	-0.7	1.3	-0.8	-0.4
CHO-K1 Ca PAM	4	8	-7	-8	9	9	2	8
TAAR1 antag	-14	0	36	-1	-3	13	7	-19

[49] O=C(O)c1ccc(NS(=O)(=O)c2cc(C(=O)O)ccc2Br)cc1
[50] CCOc1ccc(C(=O)N2CCCC2)cc1
[51] O=C(COC(=O)c1ccc(Cl)nc1)NC1CCCc2ccccc21 (stereo not drawn)
[52] O=c1[nH]cnc2scc(-c3ccc(-c4ccccc4)cc3)c12
[53] CN(C)Cc1c(OC(=O)c2ccc(N)cc2)ccc2ccccc12
[54] Cc1ccc(NC(=O)C2(C)CCN2C(=O)CC(c2ccccc2)c2ccccc2)cc1 (stereo not drawn)
[55] CC(=O)OC1(C)C=Cc2ccccc2C1=NS(=O)(=O)c1ccccc1 (stereo not drawn)
[56] COc1ccc(-c2csc(N3N=C(C)C(C)C3=O)n2)cc1 (stereo not drawn)
[57] CCCCCCC(NC(=O)c1ccc(C)cc1)C(=O)O (stereo not drawn)
compound no.	49	50	51	52	53	54	55	56	57
GPR7 antag	-5	-7	nt	-8	nt	nt	nt	-9	nt
OXTR potentiator	-14	-2	-5	-8	nt	nt	nt	-3	nt
OXTR ag	0.7	0.5	-0.6	0.3	nt	nt	nt	-1.1	nt
CHO parental Ca	13	5	-26	-1	nt	nt	nt	-9	-1
CHO-K1 Ca antag	20	-14	-18	2	-12	-2	-2	-9	-9
M1 ag parental	-0.2	-0.3	1.6	3.6	2.7	0.2	-0.3	-0.3	0.6
V1aR counter	0.8	0.0	0.0	4.7	nt	nt	nt	-0.6	nt
CHO-K1 Ca PAM	-1	20	10	-4	13	-4	10	-8	6
TAAR1 antag	-4	7	-17	50*	-2	-37	-5	6	-11

# Assay outcomes as filed in PubChem.
